Compound activity from PubChem BioAssay.
FECH inh = inhibitors of human ferrochelatase. P22830. purified FECH, Ni-mesoporphyrin absorbance 550 nm. calls only at 10 µM (by protocol). hit rate 3.3% among 20,000;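 active = enzyme reaction rate more than 3 SD below the solvent-only control wells on the same plate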;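 note: lower slope than DMSO wells means FECH inhibition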
Target sequence (P22830 whole entry, looked up): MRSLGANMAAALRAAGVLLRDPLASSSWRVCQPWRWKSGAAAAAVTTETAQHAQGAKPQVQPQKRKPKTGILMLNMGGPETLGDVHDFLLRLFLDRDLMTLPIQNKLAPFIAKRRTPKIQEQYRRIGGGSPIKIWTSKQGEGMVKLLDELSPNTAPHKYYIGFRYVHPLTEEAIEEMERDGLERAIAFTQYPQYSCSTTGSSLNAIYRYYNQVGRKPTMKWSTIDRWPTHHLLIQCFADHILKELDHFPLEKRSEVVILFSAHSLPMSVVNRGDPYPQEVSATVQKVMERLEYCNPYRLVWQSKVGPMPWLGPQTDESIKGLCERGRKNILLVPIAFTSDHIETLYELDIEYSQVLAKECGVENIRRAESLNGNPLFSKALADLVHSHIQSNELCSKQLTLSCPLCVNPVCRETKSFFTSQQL
Calls only; i = inactive; + = active, no number. An excerpt. The share of hits here may be higher or lower than overall.

Preview:
FECH inh | Molecule
i | COc1ccc(N2C(=O)CCS2(=O)=O)cc1S(=O)(=O)Nc1ccc(F)c(Cl)c1
i | CC1CCN(CCNC(=O)C2CCN(c3ccc(-c4ccccc4)nn3)CC2)CC1
i | CCc1cc(Sc2ccccc2NC(=O)c2ccccc2OC)n2ncnc2n1
i | CCc1ccc(S(=O)(=O)NCc2nc3cccnc3n2Cc2ccc(F)cc2)cc1
i | CCCCNc1nc(Nc2ccccc2C)c2cnn(-c3ccccc3)c2n1

All compounds of this part, from the start:
FECH inh | Molecule
i | COc1ccc(N2C(=O)CCS2(=O)=O)cc1S(=O)(=O)Nc1ccc(F)c(Cl)c1
i | CC1CCN(CCNC(=O)C2CCN(c3ccc(-c4ccccc4)nn3)CC2)CC1
i | CCc1cc(Sc2ccccc2NC(=O)c2ccccc2OC)n2ncnc2n1
i | CCc1ccc(S(=O)(=O)NCc2nc3cccnc3n2Cc2ccc(F)cc2)cc1
i | CCCCNc1nc(Nc2ccccc2C)c2cnn(-c3ccccc3)c2n1
i | CN1CCC(CN2CCN(CCC(=O)Nc3cccnc3)CC2)CC1
i | O=C1NCCN(C(=O)c2ccc(-c3ccco3)cc2)C1Cc1ccccc1 (stereo not given)
i | CN(CCCc1ccccc1)C(=O)c1cc(CN2CCC(O)CC2)on1
i | CCc1ccc2c(c1)-c1ccccc1S(=O)(=O)N2CC(=O)N1CCN(c2ccccc2OC)CC1
i | CCOC(=O)c1cc2ccsc2n1CC(=O)NC(C)(C)C
i | CCOc1ccc(CC(=O)Nc2cc(N3CCCS3(=O)=O)ccc2OC)cc1
i | Cc1cc(C)c2[nH]c(C)c(CC(=O)N3CCC(N4CCCC4=O)CC3)c2c1
i | CC(NC(=O)C1CCN(Cc2ccco2)CC1)c1cn2ncsc2n1 (stereo not given)
i | Cc1nn(C)c(C)c1-c1cc(C(=O)N2CC(c3ccncc3)C2)n(C)n1
+ | Cc1cc(C)n2nc(CN(C(=O)c3ccccc3)c3cccc(Cl)c3)nc2n1
i | CC(CCc1ccco1)Nc1ncnc2sc3c(c12)CCNC3 (stereo not given)
i | Cc1cc(C)n(CC2(CNCc3nc(-c4ccco4)no3)CC2)n1
i | O=C(O)c1cc(-c2cccc3c2OCC3)cc(S(=O)(=O)N2CCCC2)c1
i | COCCn1c(CNS(=O)(=O)c2ccccc2C)nc2cccnc21
i | CCOc1ccccc1N(Cc1nc2nc(C)cc(=O)n2[nH]1)C(=O)c1ccc(F)cc1
i | Cn1nc(C(=O)O)c2c1CCN(C(=O)c1cccc(OCC(F)(F)F)c1)C2
i | COc1ccc(N2CCCS2(=O)=O)cc1NC(=O)Cc1ccc(OC)c(OC)c1
i | Cc1cccc(Cn2c(=O)c3cnc(-c4cccs4)nc3n(C)c2=O)c1
i | Cc1ccc(C2(O)CCN(Cc3ccc(Oc4ncccn4)cc3)CC2)nc1
i | Cn1c(=O)n(Cc2cccnc2)c(=O)c2cnc(-c3ccncc3)nc21

In the list so far, these have a Cl atom.
FECH inh | Molecule
i | COc1ccc(N2C(=O)CCS2(=O)=O)cc1S(=O)(=O)Nc1ccc(F)c(Cl)c1
+ | Cc1cc(C)n2nc(CN(C(=O)c3ccccc3)c3cccc(Cl)c3)nc2n1

(further entries)
FECH inh | Molecule
i | COc1cccc(-c2cc(N3CCN(C(=O)Nc4ccc(OC)cc4OC)CC3)ncn2)c1
i | COc1ccc(-c2noc(CSCC(=O)Nc3nccs3)n2)cc1OC
i | Cc1nonc1OCCNC(=O)c1c(C)nc2sccn12
i | CCc1ccc(NS(=O)(=O)c2ccc3c(c2)C(=O)NC3)cc1
i | CCCc1cc(Sc2ccccc2N)n2ncnc2n1
i | O=C(C1CCCN(c2ncnc3c2nc2n3CCCCC2)C1)N1CCCC1 (stereo not given)
i | CC(C)(C)CNC(=O)c1[nH]cnc1C(=O)NCC1CCCCC1
+ | COc1ccc(CN2CCN(C(=O)c3nc4ccccc4n(C)c3=O)CC2)c(OC)c1OC
i | Cc1nccn1CC1(CNC(=O)c2ccc3cccc(F)c3n2)CC1
i | COc1ccc(S(=O)(=O)NCc2nc3cccnc3n2Cc2ccccc2)cc1OC
i | Cc1ccc(Cn2c(CNC(=O)c3ccc4c(c3)OCO4)nc3cccnc32)cc1
i | O=C(O)C1(Cc2ccccc2C(F)(F)F)CCN(c2ncccn2)CC1
i | O=C(CCn1cnnc1)NC1CC(=O)N(Cc2ccccc2C(F)(F)F)C1 (stereo not given)
i | COc1ccc(Cl)cc1-n1nc(C(C)C)nc1CSc1nnc(C)o1
i | CN1CCCN(c2ncccc2CNC(=O)C(O)c2ccc(F)cc2)CC1 (stereo not given)
i | COc1ccc(NC(=O)Nc2c(C)nc3nc(C)[nH]n3c2=O)cc1
i | NS(=O)(=O)c1ccc(NC(=O)C2CCN(c3ncnc4c3nc3n4CCCCC3)CC2)cc1
i | O=C(CN1CCCN(Cc2ccccc2Cl)S1(=O)=O)Nc1cc(F)ccc1F
i | CC(C)c1nccc(CN2CCOC(CCc3ccccc3)C2)n1 (stereo not given)
i | Cc1cc(N(C)CCCn2cccn2)nc(-c2cccnc2)n1
i | O=C(C1CCCN(C2CCCCC2)C1)N(CCO)Cc1ccco1 (stereo not given)
i | COc1ccc(Cl)cc1NC(=O)NCCc1nc2cccnc2n1C1CCCCC1
i | Cc1cnc(-c2c(-c3ccccc3)ncn2Cc2ccccc2CN(C)C)[nH]1
i | Cc1ccccc1C1=CCN(c2ncc(NS(=O)(=O)c3cccc(F)c3)cc2C(=O)O)CC1
i | CCn1cc(-c2c(-c3ccccc3)ncn2CC(O)Cc2ccccc2)c(C)n1 (stereo not given)

Arranged by molecular weight (ascending): some entries from above.
FECH inh | Molecule
i | Cc1nonc1OCCNC(=O)c1c(C)nc2sccn12
i | O=C(O)C1(Cc2ccccc2C(F)(F)F)CCN(c2ncccn2)CC1
i | COc1ccc(-c2noc(CSCC(=O)Nc3nccs3)n2)cc1OC
i | Cc1ccc(Cn2c(CNC(=O)c3ccc4c(c3)OCO4)nc3cccnc32)cc1
+ | COc1ccc(CN2CCN(C(=O)c3nc4ccccc4n(C)c3=O)CC2)c(OC)c1OC

Other records:
FECH inh | Molecule
i | Cc1ccc(C)c(NC(=O)CN2CCN(Cc3ccc(F)cc3Cl)S2(=O)=O)c1
i | Cc1cccc(C2CCCN(Cc3cn[nH]c3C(=O)O)C2)c1 (stereo not given)
i | O=C(Nc1cnc2n1CCCC2)c1coc2c1C(=O)CCC2
i | O=C(CN1CCN(Cc2ccc(Cl)cc2)S1(=O)=O)Nc1ccc2c(c1)OCCO2
i | COc1ccc(CC(=O)Nc2ccccc2Sc2cc(C)nc3nc(-c4ccccc4)nn23)cc1
+ | Cc1ccccc1-c1nc2nc(CNc3ccc(Br)cc3)cc(=O)n2[nH]1
i | COc1ccc(-n2ccnc2-c2ccc(C#CC(C)(C)O)cc2)cn1
i | CCCc1cc(Sc2ccc(NS(=O)(=O)c3cccc4nsnc34)cc2)n2ncnc2n1
i | CCN1CCN(c2nc(Nc3ccc4c(c3)OCO4)c3cnn(-c4ccccc4)c3n2)CC1
i | CCc1[nH]c2c(CNC(=O)c3cc(C4CC4)no3)cc(C)cc2c1C
i | CC(C)NC(=O)[C@@H]1C[C@@H](N)CN1CCn1c(=O)oc2ccccc21
i | Cc1ccc(C2=CC(c3ccc(F)cc3)n3nc(NC(=O)CC(C)C)nc3N2)cc1 (stereo not given)
i | Cc1ccc(-c2nc(N3CCN(CCN(C)C)CC3)ncc2-c2ccoc2)cc1
i | CN1C(=O)c2cc(C(=O)N3CCOCC3)nn2CC1(C)C(=O)NCc1ccc(F)cc1 (stereo not given)
i | Cc1ccc(C)c(OCC(=O)NCc2nnc3n2CCC3)c1C
i | Cc1cccc(C(=O)Nc2cc(C)nn2-c2ncnc3c2cnn3-c2ccccc2)c1
i | CC1CCC(NC(=O)C2CCN(c3ncnc4c3nc3n4CCCCC3)CC2)CC1 (stereo not given)
i | CC(C)Cn1c(CNS(=O)(=O)c2ccc(Cl)s2)nc2cccnc21
i | O=c1cc(CNc2ccc(Cl)cc2)nc2nc(NCc3ccc(F)cc3)[nH]n12
i | CC1CCCCN1S(=O)(=O)c1cc(-c2ccc(=O)[nH]n2)ccc1Cl (stereo not given)
i | Cc1nn(C)c(C)c1-c1c(-c2ccccc2)ncn1C(C)CCc1ccco1 (stereo not given)
i | c1ccc(-c2cnn3cc(CN4CC(n5cccn5)C4)cnc23)cc1
i | CC(C)N1CCc2c(sc(NC(=O)CN3C(=O)CCC3=O)c2-c2nc3ccccc3s2)C1
i | O=C1CC(c2cccc3[nH]ccc23)c2c(nc3ccccn23)CN1 (stereo not given)
i | COc1ccc(-c2cc(C(=O)NCc3ccccc3C)[nH]n2)cc1S(N)(=O)=O

Shown comma-delimited: part of the list above
Compound,FECH inh
Cc1nn(C)c(C)c1-c1c(-c2ccccc2)ncn1C(C)CCc1ccco1 (stereo not given),i
COc1ccc(-c2cc(C(=O)NCc3ccccc3C)[nH]n2)cc1S(N)(=O)=O,i
O=C(Nc1cnc2n1CCCC2)c1coc2c1C(=O)CCC2,i
CN1C(=O)c2cc(C(=O)N3CCOCC3)nn2CC1(C)C(=O)NCc1ccc(F)cc1 (stereo not given),i

Going on with the list.
FECH inh | Molecule
i | Cc1cc(CN(C)Cc2cnn(C)c2C)oc1C
i | CC(C)C1CN(C(=O)CNC(N)=O)CCCN1CC1CC1 (stereo not given)
i | CC(C)n1cnnc1CN(C)Cc1ccc2c(c1)OC(F)(F)O2
i | CCCCC1CCC(C(=O)Nc2cc(C)nn2-c2ncnc3c2cnn3-c2ccc(F)cc2)CC1 (stereo not given)
i | Cc1cc(C)n2nc(N(CCOc3ccccc3)S(=O)(=O)c3ccc(Cl)cc3)nc2n1
i | COc1ccc(N2C(=O)CCS2(=O)=O)cc1S(=O)(=O)Nc1c(C)cccc1C
i | CCn1c(CC2CCN(Cc3ccncc3Cl)CC2)n[nH]c1=O
i | COc1ccccc1-c1nc(C(N)=O)c2c(n1)n(-c1ccc(C)c(C)c1)c(=O)n2Cc1ccccc1
i | O=C(CN1CCOC1=O)NC1CC(=O)N(Cc2cccc3ccccc23)C1 (stereo not given)
i | Cc1noc(C)c1S(=O)(=O)N1CC(c2cccnc2)C1
i | Cc1ccc(C2=CC(c3ccccc3Cl)n3nc(NC(=O)CCc4ccccc4)nc3N2)cc1 (stereo not given)
i | O=C(CN1CCN(Cc2ccccc2)S1(=O)=O)Nc1ccc2c(c1)OCO2
i | Cc1cc(C)cc(Nc2nc(NCCO)nc3c2cnn3-c2ccccc2)c1
i | CC(c1cccnc1)N(C)C(=O)c1ccc(OCC(=O)N2CCCCC2)cc1 (stereo not given)
i | COc1ccccc1CNC(=O)CN1c2ccc(Br)cc2-c2ccccc2S1(=O)=O
i | Cc1nc(CN(C)Cc2cccn2-c2nccs2)no1
i | Cc1ccc(S(=O)(=O)N2CCC(n3c(C(F)(F)F)nc4cccnc43)CC2)cc1
i | CSc1nc(NC2CCCCC2C)c(C#N)c(-c2ccccc2)n1 (stereo not given)
i | CC(C)N1C[C@H](NCC(=O)NCCc2ccc(F)cc2)[C@@H](O)C1
i | COc1ccc(NC(=O)N2CCC(n3cnc4cccnc43)CC2)cc1OC
i | Cc1ccc(Nc2nc(N(C)CCO)nc3c2cnn3-c2ccccc2)cc1
i | CCc1cc(Sc2ccc(NC(=O)c3ccc(OC)c(OC)c3)cc2)n2ncnc2n1
+ | CCOc1ccc(Nc2nc(NCC3CCCO3)nc3c2cnn3-c2ccccc2)cc1 (stereo not given)
i | Cc1nc(C(C)C)cc(N(C)CCc2ccncc2)n1
i | CC1CCCCN1C(=O)CSCc1nc(-c2ccccc2)no1 (stereo not given)
i | CC(NC(=O)CCCS(N)(=O)=O)C1=CCCCC1 (stereo not given)
i | Cc1cn(Cc2nc(-c3ccccc3C)oc2C)cn1
